TRPN1 ag: activates the zebrafish TRPN1 channel. HEK293 zebrafish TRPN1-YFP, Fluo-8 calcium fluorescence; 100% = response to 87 µM carbachol. activation, % at 3 µM. 220,000 compounds, 0.18% hits. AID 1424;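 active means activation above its plate's cutoff, the mean activation of test wells on that plate plus 3 SD, cut at about 19% in these data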;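 further: 0% = DMSO alone and 100% = 87 µM carbachol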
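Material: zebrafish TRPN1-YFP in HEK293 cells; Doses: single test compound dose, 3 µM nominal, 0.3% DMSO; Timing: dye loading 1 h at 37 °C, then 30 min room temperature; Technique: intracellular calcium fluorescence with Fluo-8; Benchmarks: high carbachol 87 µM, low DMSO alone.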
CHOP inhibitor: CHOP inhibition in unfolded protein response. AID 2732. 220,000 compounds, 3.8% hits. CHO-K1 CHOP-promoter luciferase, tunicamycin-induced, 15-18 h. inhibition, % at 10 µM;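 active means compounds that reduced the stress-induced luciferase reporter signal by more than about 70% of percent inhibition, limit read from the data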;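 further: 0% = tunicamycin plus vehicle and 100% = wells without tunicamycin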
TRPML3 agonist: human mucolipin-3 channel agonism; Q8TDD5; HEK293 TRPML3-YFP, Fluo-8 calcium fluorescence; 100% = the carbachol control signal; activation, % at 3 µM; 220,000 compounds, 0.29% hits; AID 1448;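 active means activation above its plate's cutoff, the mean activation of the plate's test wells plus 3 SD, cut at about 12% in these data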;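 further: 0% = DMSO only wells and 100% = carbachol wells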
Target sequence (Q8TDD5 whole entry, looked up): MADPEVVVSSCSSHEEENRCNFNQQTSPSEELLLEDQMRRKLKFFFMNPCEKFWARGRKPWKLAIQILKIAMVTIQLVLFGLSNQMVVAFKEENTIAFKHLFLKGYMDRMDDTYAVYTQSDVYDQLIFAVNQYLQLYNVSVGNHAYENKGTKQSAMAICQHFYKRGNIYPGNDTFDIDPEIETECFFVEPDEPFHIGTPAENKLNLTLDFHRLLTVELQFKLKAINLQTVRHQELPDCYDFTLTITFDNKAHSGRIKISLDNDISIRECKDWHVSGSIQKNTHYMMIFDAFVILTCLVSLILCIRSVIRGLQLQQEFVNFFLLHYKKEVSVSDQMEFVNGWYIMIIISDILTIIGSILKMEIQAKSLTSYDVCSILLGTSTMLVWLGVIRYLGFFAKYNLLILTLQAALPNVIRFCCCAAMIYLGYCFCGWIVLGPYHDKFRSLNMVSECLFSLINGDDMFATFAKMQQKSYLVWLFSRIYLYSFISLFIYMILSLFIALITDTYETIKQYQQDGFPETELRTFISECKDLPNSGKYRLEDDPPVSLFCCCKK
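Test system: TRPML3-YFP stable HEK293 cells. Doses: single point at 3 µM. Incubation: dye loading 1 h 37 °C then 30 min ambient, 125 s read. Signal: Fluo-8 calcium dye fluorescence, ex 470-495, em 515-575 nm. Measure: percent activation from peak-to-basal fluorescence ratio, scaled between DMSO and carbachol.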
EBV gp42 block: EBV gp42 inhibition; Fluorescence polarization binding assay, mP read-out; inhibition, % (tested at 21.74 µM); 220,000 compounds, 0.42% hits; AID 1085; in the data active means inhibition above about 50%
MDM2 E3 inh: blocks human Mdm2 ubiquitin ligase activity. cell-based MDM2 ubiquitination luciferase reporter, 2 h; 0 = plate control, 100 = twice control, blank-subtracted. signal enhancement, % at 5 µM. 210,000 compounds, 0.11% hits. AID 1230;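 active means signal enhancement of 30% or more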;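 further: luminescence tracks abundance of the self-degrading MDM2-luciferase fusion protein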
Target sequence (Q00987 whole entry, looked up, the tested form may be a part): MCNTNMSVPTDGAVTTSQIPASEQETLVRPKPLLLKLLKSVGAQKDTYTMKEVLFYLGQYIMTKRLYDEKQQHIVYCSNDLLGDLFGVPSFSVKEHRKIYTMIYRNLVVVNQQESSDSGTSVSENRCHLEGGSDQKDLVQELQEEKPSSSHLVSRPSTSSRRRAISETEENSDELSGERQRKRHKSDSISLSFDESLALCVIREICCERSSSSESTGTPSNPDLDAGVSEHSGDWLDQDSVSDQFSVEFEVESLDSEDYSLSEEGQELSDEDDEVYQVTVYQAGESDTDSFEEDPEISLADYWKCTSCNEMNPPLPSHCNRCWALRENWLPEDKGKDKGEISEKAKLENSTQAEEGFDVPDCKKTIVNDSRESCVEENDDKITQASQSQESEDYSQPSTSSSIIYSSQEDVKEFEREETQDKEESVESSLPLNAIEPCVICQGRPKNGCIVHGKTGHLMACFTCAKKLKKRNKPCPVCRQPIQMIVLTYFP
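System: stable MDM2–luciferase fusion reporter cells / Input: 2000 cells seeded into each well / Schedule: 4 h settle plus 2 h compound, 37 °C / Compound: single-point 5 µM / Buffer or medium: cells held in DMEM / Benchmarks: control and blank well means / Evaluation: percent signal gain over controls, blank-subtracted / Measured by: luciferase luminescence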
p47phox inh: p47phox (human) inhibition; P14598; 220,000 compounds, 0.53% hits; AID 1274; p47phox/p22phox peptide binding, fluorescence polarization, 2 h; inhibition, % at 24.7 µM;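 active means inhibition above about 30%, limit read from the data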;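 further: 0% = p47phox with labelled peptide and 100% = labelled peptide alone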
TNF death inh: TNF-alpha cell death inhibition in Jurkat FADD-/- cells | Jurkat FADD-/- TNF necroptosis rescue, ATP luminescence, 24 h; 0 = TNF only, 100 = no-TNF cells | activation (protection from cell death), % at 10 µM | 220,000 compounds, 0.068% hits;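 active means activation, meaning protection from cell death, of at least 50% relative to plate controls; inactive means activation below 50%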;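 further: necroptosis triggered by 40 ng/mL TNF-alpha added together with compound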
Runt-SMMHC FRET: Runt domain-CBFb-SMMHC interaction inhibition; Q01196+Q13951; Cerulean-Runt/Venus-CBFb-SMMHC FRET ratio 530/480, 1 h; inhibition, % at 20 µM; 220,000 compounds, 0.74% hits;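 active means mean inhibition across duplicate retests at 20 µM reaching about 50%, limit read from the data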;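 further: 0% = DMSO wells and 100% = wells with excess untagged CBFb-SMMHC; inhibitors lower the FRET ratio by blocking Runt binding to CBFb-SMMHC; some results filed as inactive read as strong as hits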
PPC-1+TRAIL kill: compounds killing PPC-1 cancer cells with TRAIL present (potentiator screen, no TRAIL-free arm). PPC-1 cells + TRAIL, ATPLite viability luminescence. cell killing (% activity), % at 4 µM. 220,000 compounds, 0.41% hits. AID 1443;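 active means cell killing above 50% in the first pass at 4 µM, then a duplicate retest at 5 µM averaging 50% or more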;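 further: plate controls were cells with TRAIL plus DMSO for no effect and medium-only wells lacking cells for full effect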
* marks the source's active call; other numbers are inactive results; / = not tested or not shown; [ ] = another dose, or the depositor's remark.

Results follow in this order: TRPN1 ag	CHOP inhibitor	TRPML3 agonist	EBV gp42 block	MDM2 E3 inh	p47phox inh	TNF death inh	Runt-SMMHC FRET	PPC-1+TRAIL kill
O=C(O)C1(c2cccc(Cl)c2)CCC1
 : 0.8	12	0.4	-13	-15	-11	-2.0	3	20
Cc1nn(C)cc1/C=N/NC(=O)c1ccco1
 : -0.5	-19	0.7	-3	-6	-13	1.8	0	0
COC(=O)[C@@]1(Cc2ccc(F)cc2)[C@H]2c3cc(C(=O)N(C)C)n(Cc4ccc(OC(F)(F)F)cc4)c3C[C@H]2CN1C(=O)c1ccccc1
 : 2.5	50	1.1	-14	/	-43	-0.3	-5	1
NC(=O)c1ccccc1NC(=O)c1ccccc1S(=O)(=O)c1ccccc1[N+](=O)[O-]
 : 1.1	4	0.2	-6	4	4	0.6	-2	10
CCOc1ccc(NC(=O)COC(=O)C2(C)CC2(Cl)Cl)c([N+](=O)[O-])c1 (centres undefined)
 : -0.5	97*	-0.5	-2	3	3	0.3	0	-21
Cc1nnc(NC(=O)CSc2nnc(-c3ccco3)o2)s1
 : 0.1	16	0.6	-13	-15	-5	1.8	2	-3
CCCn1nc(C(=O)OCC(=O)Nc2cccc(OC)c2)c2ccccc2c1=O
 : -3.1	9	-0.9	1	-2	-4	0.0	3	-10
CC(NC(=O)c1ccc(F)cc1)c1ccc2c(c1)CCCC2 (centres undefined)
 : -0.3	38	-0.8	-10	0	-13	-1.2	0	-38
C=CCOc1ccccc1CNc1ccc2[nH]c(=O)[nH]c2c1
 : -0.3	31	0.8	0	8	0	-2.0	-2	-3
Cc1c(C(=O)C(=O)NCC2CCCO2)c2ccccc2n1C (centres undefined)
 : -0.3	6	0.4	-8	-25	3	-0.6	-3	11
Cc1cccc(NC(=O)CSc2nc(N)c(NC(=O)c3cccs3)c(=O)[nH]2)c1C
 : -0.2	-23	0.8	-8	/	3	0.0	4	-1
O=S(=O)(Nc1cccc(-c2nc3cccnc3s2)c1)c1ccc2c(c1)OCCO2
 : 2.0	56	0.0	-15	-3	-27	-0.1	2	18
O=C(Nc1ccc(Oc2ccccc2)cc1)C1CC1
 : 0.0	10	0.4	-30	-21	6	0.9	0	1
CN(C)CCCNCCCNC(=O)c1ccccn1
 : 2.8	3	1.3	-3	-13	13	-1.6	2	9
COc1ccc(NS(=O)(=O)/C=C/c2ccc(OC)c(OC)c2)cc1
 : 4.2	-3	2.7	-3	12	-2	0.3	1	-1
O=c1oc(/C=C/c2ccccc2)nc2sc3c(c12)CCC3
 : 1.1	8	1.1	-91	-30	-7	-1.0	-70	8[5 µM]
O=C(Nc1ccc(N2C(=O)C3CCCCC3C2=O)cc1Cl)c1cccs1 (centres undefined)
 : 1.2	-14	0.7	-3	-12	-1	2.6	0	0
CCN(Cc1ccncc1)C(=S)Nc1ccccc1
 : 1.5	-17	0.8	-2	-6	-7	-1.0	-1	24
COC(=O)c1ccc(NC(C)C(=O)OC)c([N+](=O)[O-])c1 (centres undefined)
 : 2.1	29	0.3	-16	-8	-13	0.2	2	-12
O=C(CN1C(=O)c2ccccc2C1=O)Nc1ccc(-c2nc3ccccc3o2)cc1
 : 0.4	-4	0.8	-7	-3	7	-0.5	-5	44
CCOc1ccc(N2C(=O)/C(=C\c3ccc(O)c(OC)c3)S(=O)(=O)C2c2cccc([N+](=O)[O-])c2)cc1 (centres undefined)
 : 1.9	104*	0.2	-10	-3	-99	-0.4	-26	17
Cc1nnsc1Sc1ccccc1
 : 1.1	-2	1.3	-1	-16	-9	-0.1	-8	29
COc1cccc(CNC(=O)CCC2CCCN(C3CCOCC3)C2)c1 (centres undefined)
 : -1.3	-6	0.6	0	0	-10	1.3	0	-12
COc1ccc(/C=C/C(=O)Nc2ccccc2)cc1S(=O)(=O)N1CCOCC1
 : 1.8	6	0.9	-14	-2	-8	-7.5	0	31
CC(C)NC(=O)COc1ccc(Cl)cc1Cl
 : 0.8	27	1.2	0	-8	-22	-1.7	0	10
COc1ccc(C(=O)Nc2ccc(CN3CCOCC3)cc2)cc1
 : -0.5	-30	0.2	-3	-17	-8	1.9	0	14
CC(C)(C)c1ccc(S(=O)(=O)N2CCC(O)(c3ccc(Cl)cc3)CC2)cc1
 : 2.3	0	1.0	5	-8	-15	2.0	2	-8
Cc1cc(NCCN(C)C)n2nc(-c3cccs3)cc2n1
 : 0.1	-12	1.8	-13	10	-25	-1.1	7	7
ClC1=C(Cl)C(Cl)=C(Cl)C1=C/C=C/c1ccccc1
 : 0.5	95*	0.6	-8	26	-8	-29	-1	31
CCC/S(C)=N/S(=O)(=O)c1ccc(C)cc1 (centres undefined)
 : 1.3	45	0.0	-10	-89	2	-0.2	-2	18

Records above that bear a hit mark in CHOP inhibitor.
structure	CHOP inhibitor	TRPML3 agonist	EBV gp42 block	p47phox inh	Runt-SMMHC FRET
CCOc1ccc(NC(=O)COC(=O)C2(C)CC2(Cl)Cl)c([N+](=O)[O-])c1 (centres undefined)	97*	-0.5	-2	3	0
CCOc1ccc(N2C(=O)/C(=C\c3ccc(O)c(OC)c3)S(=O)(=O)C2c2cccc([N+](=O)[O-])c2)cc1 (centres undefined)	104*	0.2	-10	-99	-26
ClC1=C(Cl)C(Cl)=C(Cl)C1=C/C=C/c1ccccc1	95*	0.6	-8	-8	-1

Next compounds follow.
Results follow in this order: TRPN1 ag	CHOP inhibitor	TRPML3 agonist	EBV gp42 block	MDM2 E3 inh	p47phox inh	TNF death inh	Runt-SMMHC FRET	PPC-1+TRAIL kill
CC(C)C(c1nnnn1C1CCCC1)N1CCOCC1 (centres undefined)
 : 0.4	9	0.9	-23	-3	2	-0.1	2	19
Cc1ccc(-n2cnc3scc(-c4cccs4)c3c2=O)cc1
 : -1.4	24	0.3	5	3	-15	-4.2	2	31
Cn1nccc1NC(=O)Nc1ccc(OC(F)(F)F)cc1
 : 3.8	1	2.2	-9	-6	-11	2.9	2	12
O=C(NCC(c1ccco1)N1CCCCC1)c1ccc2c(c1)S(=O)(=O)c1ccccc1C2=O (centres undefined)
 : -0.8	10	-0.1	-22	-16	-8	-3.7	-5	2
CN(C)CC/C=C1\c2ccccc2Sc2ccc(Cl)cc21
 : 2.5	26	1.4	-4	/	-8	0.2	3	17
CC1=CC(=O)N(c2cccc(C(F)(F)F)c2)C1c1ccc(Cl)cc1 (centres undefined)
 : -1.4	44	-0.7	-11	-2	-4	-3.5	-8	25
COc1ccc(/C=N/NC(=O)c2ccccc2O)cc1Cn1nnc2ccccc21
 : 0.6	-40	0.1	-2	-7	-16	1.1	-4	-8
Cc1nnsc1C(=O)Nc1ccccc1
 : 5.7	19	1.1	0	-16	-27	6.3	-4	22
Cc1cc(C)cc(N2C(=O)CC(N(C(=O)c3ccco3)c3cc(C)cc(C)c3)C2=O)c1 (centres undefined)
 : -0.3	16	0.3	-6	-17	-11	2.0	1	4
Cc1occc1C(=O)N1CCCc2ccccc21
 : 0.1	1	-0.5	-2	-5	2	-1.4	-7	8
O=S(=O)(c1cc(Cl)ccc1Cl)n1cccn1
 : -1.1	14	-0.2	1	-1	1	-0.9	2	27
CCN(CC)S(=O)(=O)c1ccc(-c2nnc(SCC(=O)Nc3cc(OC)cc(OC)c3)o2)cc1
 : 0.8	6	1.8	-10	-34	-8	2.6	-7	11
O=S1(=O)N=C(Nc2ccc(N3CCOCC3)cc2)c2ccccc21
 : 2.0	3	0.8	-14	-4	-11	-0.4	1	2
CSCCC1NC2(C(=O)Nc3c2ccc(Cl)c3C)[C@@H]2C(=O)N(C3CCCC3)C(=O)[C@H]12 (some centres undefined)
 : 0.6	43	-0.4	-14	-10	-16	-2.0	0	31
CC(O)c1nc2ccccc2n1CC(=O)Nc1ccc(F)cc1Cl (centres undefined)
 : 0.9	-1	1.1	-17	2	-3	0.1	-2	20
C#CCNC(=O)C1=C[C@@H](c2ccc(Br)cc2)[C@H](CCCO)[C@@H](OCC)O1
 : 0.4	12	0.2	-10	/	-5	-2.2	-4	8
O=C(CCN1CCc2ccccc2C1)Nc1ccccc1
 : 0.2	-1	0.1	7	-17	-8	0.8	1	9
Cc1onc(-c2ccccc2Cl)c1C(=O)OCN1C(=O)c2ccccc2C1=O
 : -0.2	4	0.4	-17	-3	-4	0.4	1	15
N/C(Cc1ccc(Cl)cc1Cl)=N\OC(=O)c1ccccc1
 : -0.7	21	0.2	5	-7	-6	2.1	2	-1
Nc1nnc(SCC(=O)OCC(=O)NC2CCCCC2)s1
 : 2.2	19	0.6	-8	-11	0	1.3	1	-1
CC1CCCC(C)N1C(=S)NCc1ccco1 (centres undefined)
 : 0.5	-18	-0.6	-15	-8	-10	-2.6	-6	-5
COCCn1c(SCC(=O)NCc2cccs2)nnc1-c1ccc(OC)cc1
 : 0.9	7	0.3	-13	-20	22	-1.4	5	-12
O=C(NC1=NCCS1)C1CCCCC1
 : -0.9	7	0.8	5	-11	1	-0.8	4	3
CC(C)(C)C(=O)Cn1c(=O)n(-c2ccc(F)cc2F)c(=O)c2sccc21
 : -1.1	1	0.7	-17	-2	0	1.9	-2	3
CC(C)NC(=O)CCS(=O)(=O)c1cccc2nonc12
 : 0.7	32	-0.1	-9	-5	-14	1.7	0	2
CCCCc1ccc(-c2nc(-c3ccncc3)no2)cc1
 : 0.6	62	1.3	-15	-14	62*	-0.7	-7	14
O=C(NCCCN1CCCC1=O)c1nnc(Cc2c(F)cccc2Cl)o1
 : 0.6	12	1.9	-6	-2	-15	-0.3	3	5
CCn1nnc(-c2ccccc2NC(=O)c2cc(OC)cc(OC)c2)n1
 : 2.3	-5	0.6	-9	-7	-8	-1.8	-6	-8
COc1ccc(N2C(=O)CC(NCc3ccc(F)cc3)C2=O)cc1 (centres undefined)
 : 1.9	-15	1.1	-11	-2	-14	-2.0	1	16
CCN(CC)c1ccc(/C=N/Nc2nc3ccccc3[nH]2)c(O)c1
 : -1.7	83*	-0.4	-9	-6	-23	-20	12	37

Results follow in this order: TRPN1 ag	CHOP inhibitor	TRPML3 agonist	EBV gp42 block	MDM2 E3 inh	p47phox inh	TNF death inh	Runt-SMMHC FRET	PPC-1+TRAIL kill
COc1cc(C)c(Br)cc1S(=O)(=O)N1CCCC1
 : -0.9	19	0.7	-7	-12	-11	-1.6	1	7
Cc1ccccc1NC(=O)CSc1nc2n(n1)CCCCC2
 : -0.1	35	0.8	7	18	-10	1.1	-4	37
CC(C)(C)OC(=O)N/N=C/c1ccc(Br)cc1
 : 1.6	-1	0.6	-9	-14	-1	-0.4	-1	7
CN(CC1COc2ccccc2O1)C(=S)Nc1ccccc1F (centres undefined)
 : -0.1	4	0.1	-7	-8	4	1.4	0	22
Cc1cccc(-n2cccc2)c1C#N
 : -0.4	-1	0.7	-26	-10	-1	1.1	-4	18[5 µM]
